# From PubChem
# FXIIa inh 1536: human FXIIa protease inhibitors, primary screen, biochemical, 1536-well; AID 800, 2007; Coagulation factor XII (Homo sapiens), P00748; inhibition, % at 5 µM; purified FXIIa, Boc-QGR-AMC fluorogenic substrate, 2 h; hit rate 0.3% among 220,000; in the data active = inhibition above about 40%;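 note: 0% = enzyme with no compound and 100% = blank without enzyme; many of its hits are not listed in these tables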
# Furin inh: human furin inhibitors, primary screen, biochemical, fluorescence intensity; P09958; purified furin, fluorogenic substrate cleavage; hit rate 0.061% among 220,000; inhibition, % at 30 µM; AID 463115, 2010; in the data active = inhibition above about 25%; note: inactives centre near -15
# thrombin 1536: human alpha-thrombin inhibitors, primary screen, counter-screen for coagulation protease inhibitor project, biochemical, 1536-well, fluorogenic AMC substrate; inhibition, % at 5 µM; hit rate 0.26% among 220,000; Prothrombin (Homo sapiens), P00734; Boc-VPR-AMC fluorogenic substrate cleavage;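 active = inhibition at or above 40%; inactive = inhibition below 40%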;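 note: 0% = enzyme with no compound and 100% = wells without enzyme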
#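 Test system: human alpha-thrombin protein / Dosing: one concentration per compound, 5 µM, with 0.2% DMSO / Medium: pH 7.5 Tris-saline with Tween 20 / Benchmarks: no-compound enzyme wells and no-enzyme blanks / Read-out basis: percent inhibition of thrombin substrate cleavage / Timing: reaction at room temperature / Measured by: fluorescence, ex 355 nm, em 460 nm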
# Rad51 HR inh: human RAD51 strand exchange inhibitors, primary screen, biochemical, fluorescence; DNA repair protein RAD51 homolog 1 (Homo sapiens), Q06609; hRad51 DNA strand exchange, fluorescence dequenching; inhibition, % at 10 µM; hit rate 0.085% among 200,000; AID 1385, 2008;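 active = inhibition above 40% at the single screening dose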;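 note: 0% = DMSO control wells and 100% = blanks with heterologous ssDNA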
#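 material = hRad51 filaments on single-stranded DNA | timing = filaments 15 min 37 °C, then compound 30 min | signal = FRET fluorescence dequenching, excitation 485 nm, emission 520 nm | benchmarks = control wells and blank wells on each plate | evaluation = percent inhibition relative to plate controls and blanks | compound = 10 µM final, single point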
# PERK inh: block of dimerizer-induced PERK translation repression, primary screen, PERK inhibitor project, CHO PERK-DD cells, SEAP luminescence, HTS; Eukaryotic translation initiation factor 2-alpha kinase 3 (Homo sapiens), Q9NZJ5; CHO PERK-DD fusion, SEAP luminescence translation reporter; inhibition, % at 5.6 µM; hit rate 0.17% among 220,000; AID 1416, 2008;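 active = inhibition above the mean inhibition of all tested compounds plus 3 SD, set separately per screening campaign, cut at about 2.9% in these data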;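 note: PERK kinase domain activated by AP20187 dimerizer at 100 nM; 0% = DMSO with dimerizer and 100% = rapamycin at 8.4 µM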
# Calpain2 inh: inhibitors of pig calpain II, primary screen, biochemical, fluorogenic peptide substrate, 1536-well; hit rate 0.37% among 220,000; AID 1236, 2008; purified calpain II, 30 min; inhibition, % at 16 µM;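 active = inhibition above about 50%, limit read from the data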
# FXIa inh 1536: human FXIa protease inhibitors, primary screen, biochemical, 1536-well. inhibition, % at 5 µM. hit rate 0.14% among 220,000. purified FXIa, Boc-Glu-Ala-Arg-AMC fluorogenic substrate. Coagulation factor XI (Homo sapiens), P03951;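 active = inhibition of at least 40%; inactive = inhibition below 40%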;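 note: fluorescence of freed AMC excited at 355 nm; 0% = enzyme without compound and 100% = no enzyme blank; many of its hits are not listed in these tables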
# KCC2 mod: KCC2 cotransporter modulators, thallium flux, primary screen, cell-based, HEK293 KCC2, FluoZin-2 fluorescence, MLSMR | B-score of Tl+ flux slope (higher = more flux/activation; lower = inhibition) at 10 µM | hit rate 2.2% among 190,000 | KCC2 cells, thallium flux FluoZin-2 fluorescence | AID 1456, 2008 | Solute carrier family 12 member 5 (Homo sapiens), Q9H2X9;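 active = thallium flux slope and its plate-corrected score both differing from the plate sample mean at a set confidence after two filtering rounds, in either direction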;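 note: slope of fluorescence scaled to starting intensity during 10 to 20 s after thallium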
# Target sequence (Q9H2X9 whole entry, looked up): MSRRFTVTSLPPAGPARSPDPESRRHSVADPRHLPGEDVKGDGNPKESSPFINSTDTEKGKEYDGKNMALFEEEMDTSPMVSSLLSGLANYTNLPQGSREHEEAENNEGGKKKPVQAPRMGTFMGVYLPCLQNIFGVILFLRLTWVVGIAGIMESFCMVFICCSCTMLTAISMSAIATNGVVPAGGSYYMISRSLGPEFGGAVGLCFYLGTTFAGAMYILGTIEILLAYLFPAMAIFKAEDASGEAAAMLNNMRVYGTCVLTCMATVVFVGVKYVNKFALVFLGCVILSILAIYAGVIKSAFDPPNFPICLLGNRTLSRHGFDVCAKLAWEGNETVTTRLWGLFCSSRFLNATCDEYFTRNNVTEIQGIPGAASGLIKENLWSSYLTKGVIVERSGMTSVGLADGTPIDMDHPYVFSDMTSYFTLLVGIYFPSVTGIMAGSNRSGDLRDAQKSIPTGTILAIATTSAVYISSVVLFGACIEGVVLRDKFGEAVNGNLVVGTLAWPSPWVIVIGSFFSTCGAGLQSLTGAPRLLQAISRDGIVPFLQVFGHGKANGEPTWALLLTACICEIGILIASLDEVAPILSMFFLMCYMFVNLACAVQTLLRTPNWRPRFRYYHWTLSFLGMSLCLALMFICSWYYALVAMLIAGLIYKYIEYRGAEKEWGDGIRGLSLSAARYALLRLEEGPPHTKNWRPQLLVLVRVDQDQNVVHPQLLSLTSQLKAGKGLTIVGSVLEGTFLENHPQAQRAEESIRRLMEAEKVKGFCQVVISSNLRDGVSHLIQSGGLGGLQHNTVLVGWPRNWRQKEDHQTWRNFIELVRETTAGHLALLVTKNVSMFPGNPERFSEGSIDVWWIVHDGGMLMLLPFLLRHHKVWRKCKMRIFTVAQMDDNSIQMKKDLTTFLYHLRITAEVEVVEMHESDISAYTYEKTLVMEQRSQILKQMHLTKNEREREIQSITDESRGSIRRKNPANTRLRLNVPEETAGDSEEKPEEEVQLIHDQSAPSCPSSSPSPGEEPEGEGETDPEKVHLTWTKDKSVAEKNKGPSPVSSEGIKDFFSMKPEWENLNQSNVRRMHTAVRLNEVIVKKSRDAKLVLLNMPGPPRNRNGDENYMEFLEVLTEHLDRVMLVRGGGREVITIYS
# hK5 inh: human KLK5 protease inhibitors, primary screen, biochemical, 1536-well. Kallikrein-5 (Homo sapiens), Q9Y337. recombinant hK5, fluorogenic AMC substrate cleavage. inhibition, % at 5 µM. hit rate 0.59% among 210,000. AID 873, 2007;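 active = inhibition of 40% or more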;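 note: 0% = enzyme controls without compound and 100% = no-enzyme blanks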
# * hit, by the source's call; x = not tested or not shown; & = joins results of further samples; [ ] = dose if it differs, or a comment. The list is partial, so the mix of outcomes need not match the whole.
# Value order: FXIIa inh 1536, Furin inh, thrombin 1536, Rad51 HR inh, PERK inh, Calpain2 inh, FXIa inh 1536, KCC2 mod, hK5 inh
O=C(O)CC1(CC(=O)Nc2ccc(Cl)cc2C(=O)c2ccccc2)CCCC1
    7, -14, -4, 9, 2.0, 4, 1, -0.7, -1
CC(=O)N1N=C(c2ccccc2)OC1c1ccc([N+](=O)[O-])s1 (stereo unspecified)
    13, -7, -7, -7, 1.4, 16, 3, -0.2, -5
O=C(Cn1c(N2CCN(C/C=C/c3ccccc3)CC2)nc2ccccc21)c1ccccc1
    11, -18, -4, -11, -0.3, 20, -3, -1.6, -4
CCCCOc1ccc(N2C(=O)CC(NCCc3ccc(S(N)(=O)=O)cc3)C2=O)cc1 (stereo unspecified)
    5, -3[20 µM], -19, 1, -0.8, 0, 6, x, -2
COC(=O)Cc1csc(Nc2ccccc2Cl)n1
    7, -11, -4, -21, 0.5, 6, 19, 0.0047, 0
Cc1ccc(S(=O)(=O)N2CCC(=O)N(C(COCc3cccc(Cl)c3)Cc3ccccc3)CC2)cc1 (stereo unspecified)
    9, -7, 0, 1, -0.4, 1, 6, -3.8, -1
Cc1cccc(C)c1NC(=O)CSc1nnc(NC(=O)c2ccccc2C(=O)O)s1
    5, -32, -11, x, 0.1, -4, -3, -0.18, -1
O=C(O)COn1c(-c2ccccc2)nc2ccc([N+](=O)[O-])cc21
    6, -7, -4, 3, -0.1, 2, -2, 1.2, -16
Cn1c(Cc2ccccc2)nnc1SCC(=O)Nc1ccc2c(c1)OCO2
    6, -24[20 µM], 2, 8, 0.0, 21, 2, 0.0077, -8
Cc1nnc(SCc2cccc([N+](=O)[O-])c2)o1
    6, -17, -6, -1, 1.2, -33, -1, -0.091, 0

# Shown with each value named: 2 of the compounds above.
Cc1cccc(C)c1NC(=O)CSc1nnc(NC(=O)c2ccccc2C(=O)O)s1
  FXIIa inh 1536: 5	Furin inh: -32	thrombin 1536: -11	Rad51 HR inh: x	PERK inh: 0.1	Calpain2 inh: -4	FXIa inh 1536: -3	KCC2 mod: -0.18	hK5 inh: -1

O=C(O)COn1c(-c2ccccc2)nc2ccc([N+](=O)[O-])cc21
  FXIIa inh 1536: 6	Furin inh: -7	thrombin 1536: -4	Rad51 HR inh: 3	PERK inh: -0.1	Calpain2 inh: 2	FXIa inh 1536: -2	KCC2 mod: 1.2	hK5 inh: -16

# New compounds follow:
# Value order: FXIIa inh 1536, Furin inh, thrombin 1536, Rad51 HR inh, PERK inh, Calpain2 inh, FXIa inh 1536, KCC2 mod, hK5 inh
Cn1nnnc1SCC(=O)Nc1cc(C(=O)O)cc(C(=O)O)c1
    -8, -19[20 µM], -13, -10, 0.7, -6, 3, 0.0069, -21
CC(C)Cc1nnc(NC(=O)CCc2c[nH]c3ccccc23)s1
    8, -31, -24, -4, 0.0, 6, -6, -0.19, -2
COc1ccc(CN2C(=O)CS/C2=N/N=C/c2ccccc2)cc1
    9, -11, 2, -1, 1.1, 0, 1, 0.67, -2
Cc1ccc(N=Nc2c(N)[nH]n3c(=O)c4c(nc23)CCCC4)cc1
    13, -14, 11, x, 0.5, -166, -3, x, -174
C=CCC1C=C(Cc2ccccc2)CC(CC=C)N1 (stereo unspecified)
    3, -29, -1, x, 0.1, -1, -5, 1, -5
Cc1cc(=O)n2[nH]c(SCc3ccc(Cl)cc3)nc2n1
    2, -6, -2, 5, 0.5, 32, -6, -2.7, -5
Cc1ccccc1Cn1c(=N)n(CC(=O)c2ccc([N+](=O)[O-])cc2)c2ccccc21
    6, -16, -4, -22, 0.8, -22, 4, 0.81, -18
COc1ccc(-c2cc(C(F)F)n3ncc(C(=O)N4CCc5ccccc54)c3n2)cc1
    11, -35, 20, 2, 0.0, -275, 1, 0.25, 2
O=C(Cc1ccc(Br)cc1)Nc1ncc([N+](=O)[O-])s1
    6, -13, -7, -2, -0.3, 8, 0, -0.87, 3
CC1CN(c2nnc(-c3ccccc3)c3ccccc23)CC(C)O1 (stereo unspecified)
    7, -17, -3, 2, -0.2, 1, 1, -0.97, 5
O=C(CCn1cnc2ccccc2c1=O)Nc1cccc(Cl)c1Cl
    5, -11, -1, -6, 1.1, 12, 0, -0.4, 0
CCCNS(=O)(=O)c1ccc(CCC(=O)N2CCN(CC)CC2)cc1
    9, -8[20 µM], -1, 9, 0.9, 6, -3, 0.38, -4
NC(=O)CC[C@@H]1NC(=O)[C@H](CO)NC(=O)c2cc([N+](=O)[O-])cc(I)c2NCC[C@@H](C(N)=O)NC1=O
    17, 0, 3, -5, 0.8, -34, 8, -1.3, -1
O=C(c1ccccc1F)N(Cc1cccnc1)Cc1cc2cc3c(cc2[nH]c1=O)OCCO3
    8, -13, -11, -6, 0.1, -96, 2, 0.54, 5
COc1ccc(OC)c(C(=O)COC(=O)c2ccc(C)o2)c1
    3, -8, -5, -3, 0.1, 3, 0, -0.064, -11
CCc1nnc(NC(=O)c2c(C)nn(-c3ccccc3)c2Cl)s1
    2, -11[20 µM], 0, -3, -1.3, 0, -2, 0.92, 6
Cc1ccc(C(=O)NC(=S)Nc2ccc3c(c2)OCCO3)c(C)c1
    5, -13[20 µM], 4, -1, 0.3, 30, 1, 13*, 7
COC(=O)C/C=C/[C@@H](C)[C@@H](/C=N/OC[C@H]1O[C@H](c2ccccc2)C=C[C@@H]1Oc1ccc(OC)cc1)OC
    20, -5, 3, x, 0.2, 5, 7, -1.7, -4
Cc1ccc(OC(=O)C(F)(F)F)c2c1NCCC2
    5, -24, -2, 3, 0.0, 16, 0, x, 6
O=C(COC(=O)CNC(=O)C1CCCCC1)Nc1ccc(Cl)cn1
    26, -21, 14, -4, 0.9, 16, 19, -1.2, 25
CCOC(=O)N1CCN(c2c(-c3ccc(C)c(C)c3)c(=O)c2=O)CC1
    3, -9, -4, 0, 0.0, 0, 3, 0.5, -29
COC(=O)C(NC(=O)c1c(C)nn(C)c1Cl)c1ccccc1 (stereo unspecified)
    0, -21, -7, 12, 0.7, 5, -14, -0.29, -11
O=C(O)Cc1c(-c2ccccc2)c2cc(Br)ccc2[nH]c1=O
    5, -6, -11, x, 0.1, -15, -2, 0.037, -1
COc1ccc(C2SCC(=O)N2CCCN(C)C)cc1 (stereo unspecified)
    1, -11[20 µM], 4, 2, 0.4, -6, 5, 0.13, -26
Cc1ccccc1OCC(=O)NC(Cc1c[nH]c2ccccc12)C(=O)O (stereo unspecified)
    -3, -15, -13, -5, 0.2, -13, -7, 0.12, -5
COCCNC(=O)C(OC(=O)c1nsc(Cl)c1Cl)C(C)C (stereo unspecified)
    7, -9, 0, -21, 1.4, 10, 0, -0.86, 0
Cc1cc(SCC(N)=O)nc(SCC(=O)c2ccccc2)n1
    18, -15[20 µM], 0, -8, -0.1, 5, -3, -0.54, -17
O=C(C1CCN(c2nnc(-n3cccc3)s2)CC1)N1CCc2ccccc2C1
    25, -11, -1, 2, 0.8, -8, 24, -3.7*, -18
COC(=O)c1c(F)c(F)c(N2CCOCC2)c(F)c1F
    6, -8, 0, 6, 0.5, 1, 1, -0.38, 1
CNS(=O)(=O)c1ccc(C)cc1
    4, -13[20 µM], -5, 0, 1.3, 5, -5, 0.41, -2

# Profiles, quoted from the list. Values in the order: FXIIa inh 1536	Furin inh	thrombin 1536	Rad51 HR inh	PERK inh	Calpain2 inh	FXIa inh 1536	KCC2 mod	hK5 inh
# COC(=O)c1c(F)c(F)c(N2CCOCC2)c(F)c1F as listed: 6	-8	0	6	0.5	1	1	-0.38	1
# COC(=O)C(NC(=O)c1c(C)nn(C)c1Cl)c1ccccc1 (stereo unspecified) as listed: 0	-21	-7	12	0.7	5	-14	-0.29	-11
# O=C(C1CCN(c2nnc(-n3cccc3)s2)CC1)N1CCc2ccccc2C1 as listed: 25	-11	-1	2	0.8	-8	24	-3.7*	-18
# Cc1ccccc1OCC(=O)NC(Cc1c[nH]c2ccccc12)C(=O)O (stereo unspecified) as listed: -3	-15	-13	-5	0.2	-13	-7	0.12	-5

# Following part
SMILES	FXIIa inh 1536	Furin inh	thrombin 1536	Rad51 HR inh	PERK inh	Calpain2 inh	FXIa inh 1536	KCC2 mod	hK5 inh
O=C(Nc1ccccc1)Nc1cc(OCC(F)(F)F)cc(OCC(F)(F)F)c1	9	-7	-6	-1	-0.7	34	7	0.78	-9
COc1ccc2cc(C(N)=O)/c(=N/NC(=O)c3ccco3)oc2c1	10	-10	1	x	0.1	14	11	-0.16	-15
CC(C)Oc1cc2oc(=O)c3c(c2cc1Cl)CCC3	7	-10[20 µM]	-6	8	1.4	-69	-3	0.33	-1
O=C(CN1CCOCC1)Nc1ccccc1Sc1ccc(Cl)cc1	8	-27	-6	x	-0.7	0	5	-0.73	-30
Cn1ncc2c(NCc3ccccc3)ncnc21	13&7	-27&-13	-7	-4&5	0.2&-0.2	-13&20	6&20	1.1	-5&0
Cc1cc(C)c2c(N=CN(C)C)c(C(=O)N3CCN(c4ncccn4)CC3)sc2n1	1	-21	-4	2	-0.5	-44	4	-0.28	-3
O=C(COC(=O)c1n[nH]c(=O)c2ccccc12)c1ccc(Cl)cc1	9	-23[20 µM]	0	x	0.5	13	13	-1.4	-16
CCn1cnc2c1c(=O)n(CC(=O)N1CCc3ccccc31)c(=O)n2Cc1ccccc1	8	-29	4	-3	-0.8	3	0	-1.4	3
O=C(COc1ccc(Br)cc1)Nc1ccc([N+](=O)[O-])cn1	-4	-23[20 µM]	-1	1	1.1	-8	-2	-0.071	2
Cc1c(NC(=O)c2cc3ccccc3oc2=O)c(=O)n(-c2ccccc2)n1C	14	0[20 µM]	1	4	-0.4	0	3	-0.72	-20
Cc1ccc(S(=O)(=O)N2CCOCC2)cc1NC(=O)CSc1nnc(N)s1	6	-26	1	-1	-0.5	-17	0	0.46	2
CS(=O)(=O)c1ccc(Cl)c(NC(=O)COC(=O)/C=C/c2cnc3ccccc3n2)c1	4	-13	5	0	0.7	23	-1	-0.41	-5
CC(=O)OC1c2ccccc2C(=O)N1Cc1ccccc1 (stereo unspecified)	11	-25	2	3	0.5	-10	5	0.037	-5
COc1ccc(N=C2NN=C(c3c(C)[nH]c4ccccc34)CS2)cc1	9	-2	-3	-3	0.7	-50	0	0.65	-23
O=C(C1CCN(S(=O)(=O)c2cccc3nsnc23)CC1)N1CCN(c2ccccc2F)CC1	14	-8	2	9	-1.0	10	3	-2	-5
